Assay outcomes: PubChem BioAssay, Broad Institute
RAD52 anneal inh: inhibitors of human RAD52 DNA annealing; recombinant RAD52 DNA annealing, FRET fluorescence; inhibition, % at 18.7 µM; actives 0.46% (n = 360,000); AID 651710;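 active = every replicate showing at least 50% inhibition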
RAD54 inh: blocks human RAD54 Holliday junction branch migration; FAM/BHQ fluorescence; inhibition, % at 10.4 µM; actives 0.14% (n = 360,000); AID 602329;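 active = mean normalized replicate activity at least 40 and at least half of replicates scoring 40 or more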;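 note: 0% = median of neutral control wells and 100% = median of positive control wells; inhibitors cause a drop in the FAM fluorescence signal; in these data hits start at about 50%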
ERAP1 inh: ERAP1 (human) enzyme inhibition. Q9NZ08. recombinant ERAP1, Leu-AMC fluorescence, 60 min. inhibition, % at 10.7 µM. actives 0.15% (n = 340,000). AID 652197;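 active = mean replicate inhibition of at least 30%, or all replicates individually reaching that 30% level; inactive = mean below 30% and not every replicate reaching it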;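 note: 0% = neutral control wells and 100% = L-leucinethiol positive control wells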
miR-122 sensor: blocks miR-122 activity in Huh7 sensor cells | Huh7 miR-122 Renilla luciferase sensor, 48 h; neutral wells = 0, positive control = 100 | activation (reporter increase), % at 12.5 µM | actives 0.3% (n = 340,000) | AID 602342;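 active = mean replicate activation score at least 90 and every replicate individually at or above 90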;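 note: higher luciferase means less miR-122 activity so hits act as miR-122 inhibitors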
PglD inh: blocks C. jejuni PglD acetyltransferase activity; purified PglD enzyme, DTNB colorimetric CoA detection; actives 0.098% (n = 360,000); AID 602405; inhibition, % at 12.5 µM; in the data active = inhibition above about 16%, passing the limit was not always enough; note: strong numbers were not always called active
E-selectin induc: E-selectin induction on HUVECs. P16581. HUVEC E-selectin immunofluorescence imaging; normalized: neutral wells 0, TNF-alpha wells 100. activation, % at 7.58 µM. actives 0.37% (n = 260,000);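 active = mean E-selectin-positive cell signal at least 10% of the positive control, reached in at least 60% of replicates, without over 20% cell loss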;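 note: in these data hits start at about 27%; measured in HUVEC primary endothelial cells; signal is the percent of cells scored E-selectin positive by PE staining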
Target sequence (P16581 whole entry, looked up): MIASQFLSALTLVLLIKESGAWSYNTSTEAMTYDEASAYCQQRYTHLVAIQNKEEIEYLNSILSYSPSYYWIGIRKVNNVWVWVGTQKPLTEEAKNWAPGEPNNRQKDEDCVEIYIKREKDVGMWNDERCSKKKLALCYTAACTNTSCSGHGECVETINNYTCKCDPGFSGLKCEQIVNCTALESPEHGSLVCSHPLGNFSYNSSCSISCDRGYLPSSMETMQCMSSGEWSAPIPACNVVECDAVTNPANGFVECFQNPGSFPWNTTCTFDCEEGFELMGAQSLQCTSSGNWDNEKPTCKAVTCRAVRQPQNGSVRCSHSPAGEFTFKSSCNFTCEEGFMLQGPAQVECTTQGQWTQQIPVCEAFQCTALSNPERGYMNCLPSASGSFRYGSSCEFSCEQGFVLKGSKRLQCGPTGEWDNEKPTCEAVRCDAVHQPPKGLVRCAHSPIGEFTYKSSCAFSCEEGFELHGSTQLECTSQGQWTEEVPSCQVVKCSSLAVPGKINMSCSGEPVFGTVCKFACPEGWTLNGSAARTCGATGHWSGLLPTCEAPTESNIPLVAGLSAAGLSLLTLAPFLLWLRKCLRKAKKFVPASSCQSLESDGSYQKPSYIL
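System: HUVEC / Compound: single concentration / Signal: immunofluorescence imaging / Read-out: percent E-selectin-positive cells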
PGC1a acetyl inh: PGC1a acetylation modulation, inhibitor mode | inhibition, % at 15.6 µM | AID 651687 | U2OS PGC1a acetylation, AlphaScreen anti-acetyl-lysine; with virally co-expressed GCN5 acetyltransferase | actives 0.17% (n = 350,000);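 active = every replicate shows inhibition of at least 40%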;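 note: 0% = neutral control wells and 100% = positive control wells; some results beyond the cut were filed as inactive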
Cneo AK release: Cryptococcus neoformans lysis via adenylate kinase release; C. neoformans lysis, adenylate kinase release luminescence, 4 h; normalised: neutral wells 0, clomiphene wells 100; lysis activity, % at 15 µM; actives 0.2% (n = 360,000); AID 651654;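 active = mean lysis activity across replicates of at least 80%, whatever share of replicates individually reach that level; inactive = mean lysis activity below 80%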
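Signal: Adenylate kinase release luminescence | Assay system: Log-phase Cryptococcus neoformans yeast cells | Input: Cells at 5 × 10^6 per mL | Buffer or medium: Fresh YPD growth medium | Compound: Single dose | Schedule: Static 4 h at 37 °C with compound, 1 h detection | Controls: Clomiphene | Read-out: Luminescence rise reflecting yeast cell lysis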
* marks the source's active call; other numbers are inactive results; . = not tested or not shown; & = joins results of further samples; [ ] = remark or other dose. Rows are unselected. About 1.4% of those tested had a hit in this group.

SMILES | RAD52 anneal inh | RAD54 inh | ERAP1 inh | miR-122 sensor | PglD inh | E-selectin induc | PGC1a acetyl inh | Cneo AK release
Cc1ccc(NC(=O)CSc2ccc(-c3ccccn3)nn2)cc1 | -27 | . | 0 | . | . | 2.9 | 5 | .
COc1ccc(CN2C(=O)c3cccnc3C2=O)cc1S(=O)(=O)NCc1ccccc1 | -8 | -15 | 0 | 11 | -1 | . | 3 | 2
CC1CCc2c(sc(NC(=O)c3cccn3C)c2C(N)=O)C1 (stereo not given) | -7 | 12 | -8 | . | -2 | . | -8 | 3
CCOC(=O)/C(C#N)=C/c1ccc(OC(=O)c2ccco2)c(OCC)c1 | -14 | 1 | -2 | -2 | -3 | . | 8 | 1
COc1ccc(-c2ccc(C3[C@@H]4CN(Cc5ccccn5)C[C@H]3N4)cc2)cc1 (stereo not given in full) | 37&35 | . | 4&1 | . | . | -0.1&-0.1 | -7&-56 | .
CCCC[n+]1ccn(-c2nc3ccccc3nc2[N-]S(=O)(=O)c2ccc(C)cc2)c1 | -5 | 11 | -4 | 11 | -5 | . | 10 | 2
CN(C)C(=O)c1cccc(-c2ccc(C3[C@H]4CNC[C@@H]3N4C(=O)Nc3cc(F)ccc3F)cc2)c1 (stereo not given in full) | 6&-13 | . | -2&-2 | . | . | 0.2&0.1 | -6&1 | .
COc1cc(C(=O)OCC(=O)NCCCc2ccccc2)ccc1OCC(C)C | -14 | -4 | -1 | -7 | 2 | 0.1 | . | -1
CC1(C)C(C=C(Cl)Cl)C1C(=O)N/N=C/c1ccccc1F (stereo not given) | -16 | -6 | -5 | 5 | 1 | . | -2 | -1
O=S(=O)(c1ccc(F)cc1)n1ccc(-c2cccc(OCc3c(F)cccc3Cl)c2)n1 | . | -8 | . | 11 | -1 | . | -9 | -1
Cn1cc(Cl)c(C(=O)N2CCN(c3ncccn3)CC2)n1 | . | 9 | . | 64 | 2 | . | -6 | 0
Nc1nc(N)c(Br)c(Nc2ccc(Cl)c(Cl)c2)n1 | 5 | -4 | 2 | 10 | 0 | 1.2 | -15 | -1
COc1ccc(-c2ncncc2-c2ccccc2)c(O)c1 | -8 | -2 | 3 | . | 5 | . | 8 | -1
COc1ccc(CC(=O)c2ccccc2C(=O)O)cc1 | . | -5 | . | . | 4 | . | -1 | -1
O=C(COC(=O)Cc1ccc(Cl)cc1)Nc1ccc2[nH]c(=O)[nH]c2c1 | -7 | . | 1 | -5 | . | 0.3 | 5 | .
COc1ccc(S(=O)(=O)N2CCC(C(=O)NCCCN3CCOCC3)CC2)cc1 | -3 | -7 | -2 | 3 | 0 | 0.0 | 9 | 14
CN(c1ccccc1)S(=O)(=O)c1cccc(NC(=O)c2ccc(=O)[nH]c2)c1 | -9 | -6 | 1 | -7 | -1 | 0.0 | 9 | 7
CCOc1ccc(CCNC(=O)CN2C(=O)NC3(CCCC3)C2=O)cc1OCC | -11 | 3 | 9 | -7 | -5 | -2.7 | . | -1
O=C(C[C@H]1C=C[C@H](NC(=O)c2ccccn2)[C@@H](CO)O1)NCc1cc(F)cc(F)c1 | -21&-10 | 3 | -1 | . | -1 | 0.0&-0.2 | -3 | 0
CCOC(=O)N1CCN(C(=O)COc2ccc(S(=O)(=O)NC(C)C)cc2)CC1 | -4 | -3 | . | -5 | 5 | -0.2 | . | 0
Cc1nc(C2CC(=O)OC23CCCCC3)cs1 (stereo not given) | . | 6 | . | -8 | 2 | . | 2 | 2
Cc1cccc(C(=O)NCC(=O)N(C)CC(=O)Nc2ccc(N3CCOCC3)cc2)c1 | 5 | 1 | -2 | -10 | -3 | 0.8 | . | -1
CCC(C)N(C)C1CCN(C(=S)Nc2ccc(OC)cc2)CC1 (stereo not given) | -12 | -2 | -2 | 7 | 2 | 2.3 | -3 | -3
C[C@H]1CN([C@@H](C)CO)C(=O)c2cccc(NS(=O)(=O)c3ccccc3)c2O[C@H]1CN(C)C(=O)NC1CCCCC1 | 14 | 14 | -1 | 1[16.7 µM] | 2 | 0.5 | -10 | 0
COc1cccc(CNS(=O)(=O)c2ccc3c(c2)CC(C)N3C(=O)C2CCC2)c1 (stereo not given) | -10 | -7 | 0 | 1 | 2 | 0.2 | -21 | 13
C=CCOC(=O)COc1ccc2c3c(c(=O)oc2c1)CCCC3 | -6 | 2 | 11 | 1 | 3 | 0.0 | 12 | 0
O=C(CCN1CCCCO1)NC1CCCc2c1cnn2-c1ccc(F)cc1F (stereo not given) | -12 | -4 | 1 | 2 | 1 | 1.6 | 0 | 0
Cc1cccnc1C(NC(=O)C1CCN(Cc2ccc(Oc3ccccc3)cc2)CC1)c1ccccc1 (stereo not given) | . | 4 | . | -18 | 2 | . | . | 0
FC(F)(F)c1cc(-c2ccc(Cl)cc2)nc2ncnn12 | . | -4 | . | -5 | -2 | . | -3 | 0
CCC(=O)N1C[C@@H](O)COC[C@@H]2O[C@H](CC(=O)N3CCCCC3)CC[C@H]21 | -6 | -5 | 1 | -1[16.7 µM] | 2 | 0.2 | 1 | 6
CCOC(=O)CC(=O)CSc1nc(N)c(C#N)c(-c2ccc(Cl)cc2)c1C#N | -34 | -4 | 0 | -4 | 3 | . | -7 | -3
CCOc1cccc(C(=O)N(Cc2cccc(F)c2)C2CCS(=O)(=O)C2)c1 (stereo not given) | -8 | 0 | 1 | . | -4 | . | 5 | 3
O=C(NCc1ccccc1)c1ccc(NC(=O)C2CC2)cc1 | -9 | 1 | . | 6 | -1 | 0.0 | -64 | 9
CC1CCC(C(C)C)C(OC(=O)COC(=O)c2cccn2C)C1 (stereo not given) | . | -5 | . | -11 | -2 | . | -7 | -1
C[C@@H]1CN([C@H](C)CO)C(=O)c2cc(NC(=O)Nc3ccc(C(F)(F)F)cc3)ccc2O[C@@H](C)CCCCO[C@H]1CN(C)S(=O)(=O)c1cn(C)cn1 | . | 0 | . | -15[16.7 µM] | 0 | . | 4 | 3
CCN(CC)CCCNC(=O)c1cc(-c2ccccc2)c(N2CCCCC2)s1 | 22 | 13 | 7 | 0 | 5 | 0.4 | 4 | 1
CCn1c(CNC(=O)c2cccs2)n[nH]c1=S | -15 | -1 | 2 | -13 | -6 | . | 1 | 0
CSc1nc(C)nc(C2CC2)c1C#N | -23 | -8 | . | -4 | 0 | 5.7 | 12 | 2
CC1=CCC2C(=O)N(c3cccc(C(=O)N(C)C4CCCCC4)c3)C(=O)C2C1 (stereo not given) | . | -3 | . | 4 | -4 | . | -7 | 2
C[C@@H](NC(=O)[C@H]1[C@H](CO)[C@H]2Cn3c(cccc3=O)[C@@H]1N2C(=O)C1CCC1)c1ccccc1 | 6 | 1 | -3 | . | -6 | 0.0 | . | 51
CCCCNC(=O)Cc1c(O)c2ccccc2[nH]c1=O | -8 | -9 | 0 | 7 | 1 | . | . | 2
Cc1cc(C)cc(NC(=S)Nc2ccc(Cl)c(Cl)c2)c1 | -28 | -5 | 3 | 0 | -3 | . | . | 12
COc1ccc(S(=O)(=O)N(C)C[C@H]2OCCCC[C@@H](C)Oc3ccc(NC(=O)CCC(F)(F)F)cc3C(=O)N([C@@H](C)CO)C[C@H]2C)cc1 | -11 | -1 | -2 | 17[16.7 µM] | 0 | 0.1 | -26 | -2
O=C(/C=C/c1ccco1)NCc1ccco1 | -20 | 4 | 1 | -4 | 7 | -0.2 | 2 | -1
COc1ccc(S(=O)(=O)N2CCC3(CC2)OCCN3S(=O)(=O)c2ccc(OC)cc2)cc1 | -4 | 6 | 1 | . | -4 | . | . | 2
C[C@H]1CN([C@@H](C)CO)C(=O)c2cc(NC(=O)C3CC3)ccc2O[C@H]1CN(C)S(=O)(=O)c1ccc(F)cc1 | -2 | -3 | 1 | -12[16.7 µM] | -1 | -0.1 | 4 | -12
C/C(=C\c1cc(C(=O)O)c(C)o1)CO | . | -10 | . | -2 | 4 | . | 11 | -2
CCCS(=O)(=O)NC(=O)C1(C)CCCN(C(=O)c2ccc3c(c2)OCO3)C1 (stereo not given) | . | -3 | . | -3 | 2 | . | . | 2
CC(=O)NCc1ccc(S(=O)(=O)N2CCCN(C)CC2)cc1 | -3 | -14 | 0 | -15 | -5 | -0.4 | 11 | -2
Cc1ccc(NC(=O)C2CCN(C(=O)NC3CCCCC3)CC2)cc1 | . | 1 | . | 0 | -7 | . | 15 | 2
O=C(C[C@@H]1CC[C@@H](NS(=O)(=O)c2ccccc2)[C@H](CO)O1)N1CCC(Cc2ccccc2)CC1 | 1 | . | 1 | . | . | -0.2 | 0 | .
COc1ccc(S(=O)(=O)N2CCN(C(=O)Cc3ccsc3)CC2)cc1 | -11 | 0 | -3 | -7 | 5 | -0.1 | 3 | 1
Cc1ccccc1CNC(=O)c1ccccc1N | . | -12 | . | -4 | -5 | . | -21 | 0
CC1(C)CC(=O)C2=C(C1)N(C1CCCCC1)C(=O)C2(O)C(F)(F)F (stereo not given) | . | -12 | . | -4 | -2 | . | 8 | 1
CCOc1ccc(S(=O)(=O)N2CCCC(C(=O)NCc3ccncc3)C2)cc1 (stereo not given) | 2 | 9 | 1 | . | -1 | -0.4 | . | 4
CC1CN(CCCCOc2ccc(C(C)C)cc2)CC(C)O1 (stereo not given) | . | -8 | . | 9 | 5 | . | -3 | 4

Shown as comma-separated lines: entries from further up.
SMILES,RAD52 anneal inh,RAD54 inh,ERAP1 inh,miR-122 sensor,PglD inh,E-selectin induc,PGC1a acetyl inh,Cneo AK release
O=C(C[C@@H]1CC[C@@H](NS(=O)(=O)c2ccccc2)[C@H](CO)O1)N1CCC(Cc2ccccc2)CC1,1,.,1,.,.,-0.2,0,.
COc1ccc(S(=O)(=O)N2CCN(C(=O)Cc3ccsc3)CC2)cc1,-11,0,-3,-7,5,-0.1,3,1
Cc1ccccc1CNC(=O)c1ccccc1N,.,-12,.,-4,-5,.,-21,0
CC1(C)CC(=O)C2=C(C1)N(C1CCCCC1)C(=O)C2(O)C(F)(F)F (stereo not given),.,-12,.,-4,-2,.,8,1
CCOc1ccc(S(=O)(=O)N2CCCC(C(=O)NCc3ccncc3)C2)cc1 (stereo not given),2,9,1,.,-1,-0.4,.,4
CC1CN(CCCCOc2ccc(C(C)C)cc2)CC(C)O1 (stereo not given),.,-8,.,9,5,.,-3,4
